# Screens as filed in PubChem.
# Phagocytosis inh: blocks phagocytosis by macrophages; inhibition, % at 5 µM; AID 1029; J774A.1 macrophage IgG-bead phagocytosis, imaging; 0.07% of 110,000 active;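 active = inhibition above the mean of the plate negative controls plus 5 SD, cut at about 13% in these data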;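 also: phagocytic index as fraction of beads internalized from green versus red external bead signal; plate controls were DMSO negative control for no effect and cytochalasin-D positive control for full effect; some results beyond the cut were filed as inactive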
# Measles CPE: protection of cells from measles virus; Measles virus-infected cells, CPE protection, absorbance; protection (pct of control), % at 4 µM; 1.5% of 140,000 active; AID 841; in the data active = protection mostly above about 24%, no sharp cut-off; inactive = mostly below about 26%; also: some compounds called inactive have numbers as strong as hits
# E-sel TNF inh: blocks E-selectin expression induced by TNF alpha; HUVEC TNFa-induced E-selectin immunofluorescence, high content; inhibition, % at 2 µM; 0.71% of 120,000 active; AID 1246;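 active = inhibition above the batch mean plus 3 SD, and confirmed as a hit on visual image review, cut at about 43% in these data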;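 also: 0% = TNF-stimulated DMSO wells and 100% = unstimulated control wells; not every result past the cut was called active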
# NPY-Y2 antag: antagonists of human neuropeptide Y receptor Y2 | P49146 | NPY-Y2 expressing cells, antagonist mode | inhibition, % at 2.7 µM | 0.99% of 140,000 active; in the data active = inhibition above about 17%;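 also: 0% = vehicle with agonist challenge and 100% = reference antagonist with challenge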
# Target sequence (P49146 whole entry, looked up): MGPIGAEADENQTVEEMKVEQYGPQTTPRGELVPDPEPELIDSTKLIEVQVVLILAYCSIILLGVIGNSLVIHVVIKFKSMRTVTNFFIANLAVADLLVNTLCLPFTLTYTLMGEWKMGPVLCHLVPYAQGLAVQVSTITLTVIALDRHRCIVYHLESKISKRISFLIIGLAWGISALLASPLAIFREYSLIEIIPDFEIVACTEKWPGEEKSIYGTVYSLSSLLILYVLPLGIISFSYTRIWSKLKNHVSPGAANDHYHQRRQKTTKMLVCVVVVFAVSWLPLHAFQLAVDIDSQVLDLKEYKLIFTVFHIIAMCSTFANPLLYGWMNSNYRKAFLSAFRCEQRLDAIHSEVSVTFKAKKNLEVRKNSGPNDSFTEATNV
# MRP-1 activ: activators of MRP-1 | viability increase, % at 10 µM | H69AR cells + doxorubicin, viability rescue, CellTiter-Glo | 0.61% of 140,000 active | AID 799;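 active = viability gain under doxorubicin at or above a set limit, the compound median plus 3 SD, cut at about 4.7% in these data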;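 also: MRP-1 overexpressing cells given doxorubicin 25 µM after compound pretreatment; 18-22 h compound pretreatment then 72 h with doxorubicin before readout; 0% = doxorubicin-only wells and 100% = vehicle-treated cells without doxorubicin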
# HCT116 PTEN-null: growth suppressors of cells with PTEN tumor suppressor deletion | HCT116 PTEN-null viability, CellTiter-Glo, 60 h; active compounds read low | viability, % at 10 µM | 1.2% of 140,000 active | AID 827;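 active = viability at or below a set limit, 4 SD under the median of all tested compounds, cut at about 3.7% in these data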;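 also: PTEN knockout HCT116 line with beta catenin targeted HCT116 as companion control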
# GALR2 antag: antagonists of human galanin receptor 2 (GALR2); inhibition, % at 4 µM; GALR2-expressing cells, antagonist mode; AID 828; 0.39% of 140,000 active; in the data active = inhibition above about 27%;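 also: cells stimulated with galanin 1-16 at roughly its EC80; 0% = agonist challenge control and 100% = basal control without agonist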
# Target sequence (O43603 whole entry, looked up): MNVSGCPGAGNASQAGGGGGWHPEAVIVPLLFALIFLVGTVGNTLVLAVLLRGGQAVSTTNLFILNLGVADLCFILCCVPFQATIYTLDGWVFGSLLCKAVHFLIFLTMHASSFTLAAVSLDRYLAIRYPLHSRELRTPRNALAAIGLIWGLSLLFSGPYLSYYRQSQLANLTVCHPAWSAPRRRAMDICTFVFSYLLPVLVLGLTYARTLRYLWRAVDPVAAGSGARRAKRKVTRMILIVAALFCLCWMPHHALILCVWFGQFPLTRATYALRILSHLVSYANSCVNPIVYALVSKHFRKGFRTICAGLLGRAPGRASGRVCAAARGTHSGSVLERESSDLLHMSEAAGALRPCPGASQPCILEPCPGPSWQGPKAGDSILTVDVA
# Yeast life ext: yeast lifespan extension. S. cerevisiae growth with nicotinamide, OD615; deaD strain in restrictive glucose medium. inhibition of the nicotinamide effect, % at 10 µM. 0.68% of 130,000 active. AID 775;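 active = inhibition above a set limit, placed 3 SD over the median of all compounds, cut at about 26% in these data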;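 also: 0% = nicotinamide-treated wells and 100% = cells grown without nicotinamide; some compounds called inactive have numbers as strong as hits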
#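 Test system – modified budding yeast, DeaD strain · Compound – single dose 10 µM compound, 0.25% DMSO · Times – culture preincubation 4 h, compound exposure 48 h, both 30 °C · Detection – optical density (absorbance) at 615 nm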
# bCat KO growth: beta-catenin-lacking colon tumor cell growth suppression; HCT116 beta-catenin knockout viability, CellTiter-Glo, 60 h; active compounds read low; viability, % at 10 µM; 1.5% of 140,000 active;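 active = viability at or under a set limit, the compound median less 4 SD, cut at about 6% in these data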;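 also: 0% = Hyamine 1622 control at 20 µM and 100% = untreated cell control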
# Yeast growth inh: yeast BB579 growth reduction in restrictive medium; AID 804; inhibition, % at 10 µM; S. cerevisiae BB579 growth, OD615, 48 h; 0.51% of 140,000 active;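 active = inhibition above a set limit, 3 SD over the mean compound inhibition, cut at about 44% in these data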; also: inactives centre near -24
#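 Assay system: S. cerevisiae DeaD strain BB579 yeast. Medium: CSMM-D restrictive synthetic medium containing dextrose (glucose). Times: 4 h cell preincubation, 48 h compound exposure, 30 °C humidified. Signal: OD615 turbidity measurement. Benchmarks: positive control amphotericin B 10 µg/mL.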
# * marks the source's active call; other numbers are inactive results; nt = no result given.
Molecule	Phagocytosis inh	Yeast growth inh	Measles CPE	NPY-Y2 antag	HCT116 PTEN-null	E-sel TNF inh	MRP-1 activ	Yeast life ext	GALR2 antag	bCat KO growth
O=C1SC(c2ccccc2)=C/C1=C\N1CCCCC1	nt	-3	3	8	96	-14	-0.9	-7	-4	93
COc1ccc(NC(=O)Nc2cc(NC(=O)Nc3ccc(OC)cc3)c(C)nc2C)cc1	2	-16	3	-6	105	nt	-0.6	1	8	98
Nn1c(SCC(=O)NC2CCCCC2)nnc1C1CC1	nt	-28	11	-2	88	-14	-0.1	-7	-4	83
COc1ccc(OC)c(/C=N/NC(=O)Cc2nc3ccccc3[nH]2)c1	-4	-23	21	3	91	nt	-3.5	13	19	95
Cc1ccc(-n2nc(CN3CCOCC3)c(-c3ccccc3)c2N)c(C)c1	-9	-23	6	1	92	-24	-2.0	2	3	91
O=C(CN1C(=O)NC2(CCCCCC2)C1=O)N1CCN(S(=O)(=O)c2ccc(Cl)cc2)CC1	nt	-14	3	0	90	nt	-0.8	-15	0	91
COc1ccc(OC)c(NC(=O)Cn2cnc3c(cnn3-c3ccccc3)c2=O)c1	nt	-22	8	2	88	-29	-1.8	-3	1	94
COc1ccccc1C(O)P(=O)(OC(C)C)c1ccc(N(C)C)cc1 (configuration not stated)	nt	-6	18	-1	94	6	-1.5	nt	5	92
N=P(N1CCOCC1)(N1CCOCC1)C12CC3CC(CC(C3)C1)C2	0	-20	25	1	103	7	-0.4	-6	-3	94
S=C(Nc1ccc(Cl)cc1)NN1CCOCC1	-8	-6	4	-1	113	nt	-0.5	0	-10	99
CCOC(=O)C(CCC(=O)O)(CCC(C)C)c1csc(N)n1 (configuration not stated)	-1	-15	3	-1	100	0	0.1	-6	-6	108
C=CCOC(=O)CCCC(=O)NC1CCCCC1	-1	-46	24	1	115	-19	-1.1	-7	-8	101
Cc1cc(C)cc(N(CCC(=O)O)S(=O)(=O)c2ccc3ccccc3c2)c1	-1	-30	4	5	86	-25	-2.6	33*	1	85
O=C(O)c1nn(-c2ccccc2)c(-c2ccccc2)c1C(=O)c1ccccc1	-5	-4	7	1	102	14	-1.1	-1	11	97
Cc1ccc(S(=O)(=O)N2CC(O)CC2C(=O)Nc2ccc3c(c2)CCC3)cc1 (configuration not stated)	-1	13	3	-4	103	4	-1.3	-18	-1	91
CCCC1NC(=S)N(C2CCCCC2)C1=O (configuration not stated)	-5	-24	3	1	91	-5	-1.9	6	2	89
COc1ccccc1Oc1ccc(S(=O)(=O)N2CCOCC2)cc1S(=O)(=O)N1CCOCC1	nt	-37	9	-1	107	4	-0.9	0	-7	91
C=CCN1C(=O)CSC1=Nc1cccc(O)c1	nt	-48	11	5	106	-32	-0.7	-15	13	99
COc1ccc(NS(=O)(=O)c2ccc(NC(=O)C3CCCO3)cc2)cc1 (configuration not stated)	-3	-75	29	1	75	1	-1.0	-13	1	75
Cc1ccc(S(=O)(=O)N2CCCC2C(=O)OCc2ccccc2)cc1 (configuration not stated)	-3	-10	14	4	106	20	-1.4	8	5	95
COC(=O)/C(=C/c1c[nH]c2ccccc12)NC(C)=O	0	-7	16	1	96	nt	-0.9	-1	16	103
O=C(NCc1cccnc1)/C(=C/c1ccco1)NC(=O)c1ccccc1	0	-8	12	1	93	10	-1.1	1	-1	99
S=c1[nH]nc(-c2ccccn2)n1/N=C/c1ccc(Br)s1	-9	-33	6	6	88	-6	0.1	-3	-8	91
Cc1ccccc1C(=O)Nc1ccc(-c2nc3ccc(C(=O)c4ccccc4)cc3[nH]2)cc1	nt	-32	6	-3	35	-62	-4.5	-11	19	34

# Arranged by value in GALR2 antag (ascending): four of the compounds above
SMILES | Phagocytosis inh | Yeast growth inh | Measles CPE | NPY-Y2 antag | E-sel TNF inh | Yeast life ext | GALR2 antag
COc1ccc(NS(=O)(=O)c2ccc(NC(=O)C3CCCO3)cc2)cc1 (configuration not stated) | -3 | -75 | 29 | 1 | 1 | -13 | 1
CCCC1NC(=S)N(C2CCCCC2)C1=O (configuration not stated) | -5 | -24 | 3 | 1 | -5 | 6 | 2
COC(=O)/C(=C/c1c[nH]c2ccccc12)NC(C)=O | 0 | -7 | 16 | 1 | nt | -1 | 16
Cc1ccccc1C(=O)Nc1ccc(-c2nc3ccc(C(=O)c4ccccc4)cc3[nH]2)cc1 | nt | -32 | 6 | -3 | -62 | -11 | 19

# Looked up by structure from the entries so far (two):
Molecule	Phagocytosis inh	Yeast growth inh	Measles CPE	NPY-Y2 antag	HCT116 PTEN-null	E-sel TNF inh	MRP-1 activ	Yeast life ext	GALR2 antag	bCat KO growth
Cc1ccc(S(=O)(=O)N2CC(O)CC2C(=O)Nc2ccc3c(c2)CCC3)cc1 (configuration not stated)	-1	13	3	-4	103	4	-1.3	-18	-1	91
C=CCN1C(=O)CSC1=Nc1cccc(O)c1	nt	-48	11	5	106	-32	-0.7	-15	13	99

# Next results.
Molecule	Phagocytosis inh	Yeast growth inh	Measles CPE	NPY-Y2 antag	HCT116 PTEN-null	E-sel TNF inh	MRP-1 activ	Yeast life ext	GALR2 antag	bCat KO growth
C=CCOc1c(Cl)cc(CNc2ccc3[nH]c(=O)[nH]c3c2)cc1OC	-5	-22	3	-2	60	nt	-4.3	2	8	70
Cc1nc2sc(C(c3ccc(C(C)C)cc3)N3CCN(CCO)CC3)c(O)n2n1 (configuration not stated)	-1	24	15	-1	96	17	-1.7	-13	-7	85
C=CCc1ccc(OCCCCN2CCC(C)CC2)c(OC)c1	-6	-20	5	6	85	nt	-2.1	0	9	74
Cc1cc([N+](=O)[O-])ccc1NC(=O)c1cncc(Br)c1	-6	-33	45	4	100	nt	-1.0	-2	5	94
CCOc1ccc(NC(=O)C[n+]2ccccc2)cc1	2	0	27	2	98	nt	-1.6	1	-6	88
COc1cccc(C2=CC(c3cccc(OC)c3OC(F)F)n3nnnc3N2)c1 (configuration not stated)	1	-59	17	0	63	-29	-2.1	-12	10	64
c1nc(N2CCCC2)c2[nH]cnc2n1	nt	-7	18	-2	96	11	-4.9	nt	-8	96
O=c1c(-c2ccc(Cl)cc2)coc2c(CN3CCOCC3)c(O)ccc12	0	-46	4	-1	80	-3	-4.6	-15	2	91
CCNC(=O)C1(c2ccccc2)CCCC1	-2	-30	5	-4	91	11	-3.4	3	-18	96
Cc1ccc(S(=O)(=O)NCCSCc2ccccc2)cc1	nt	-37	30	17	100	-43	-3.8	1	-6	103
CCOC(=O)N1C2C=C(C)[C@@H]2[C@@H]2CC(=O)N21 (some centres not stated)	1	-32	2	3	106	-22	-0.3	-2	5	98
O=C(CSc1nnc(-c2ccccc2)o1)N1CCN(c2ccccc2)CC1	2	-10	3	8	94	-13	0.2	4	1	96
CCOC(=O)CN1C(=O)NC2NC(=O)NC21 (configuration not stated)	1	-58	17	3	104	-10	0.8	-5	5	101
CC(=O)Nc1cccc(OC(=O)COc2ccc(Br)cc2)c1	0	-21	27	1	96	19	0.1	-5	3	99
COc1cc(/C=N/NC(=O)COc2cc(C)cc(C)c2)ccc1OS(=O)(=O)c1ccc(C)cc1	-2	-36	22	1	48	nt	-1.1	-8	-4	52
Cn1cc(S(=O)(=O)N2CCN(Cc3ccccc3)CC2)c(=O)n(C)c1=O	-2	-75	7	2	115	nt	-0.3	-5	8	100
CSc1ccccc1N1CCN(C(=O)Nc2ccc3c(c2)NC(=O)CO3)CC1	nt	-17	15	2	74	13	1.1	-13	21	85
O=C(OCC(=O)N1CCN(c2ccccc2)CC1)c1cccc(Cl)c1	nt	-22	8	1	99	-23	-0.3	nt	9	94
Cc1csc(=Nc2cccnc2)n1CC1CCCCC1	-3	-34	20	4	88	-12	-2.6	7	5	80
Clc1ccc(-c2cc3ccccc3[nH]2)cc1	nt	-17	2	-3	85	-39	-4.5	-6	23	79
CCOc1ccccc1C(=O)N[C@H](C(=O)OCc1cc([N+](=O)[O-])cc2c1OCOC2)C(C)C	-3	-42	4	4	56	nt	2.2	-3	-12	60
O=C1NCCCC1C(=O)NCCN1C(=O)CCC1=O (configuration not stated)	0	16	16	1	104	-19	-1.6	-23	4	98
CCN(CC)S(=O)(=O)c1ccc(N2CCOCC2)c(NC(=O)C(=O)c2c(-c3ccccc3)cc3ccccn23)c1	-1	-41	4	0	86	3	-4.4	-9	10	89
Cc1ccc(/C=N/N2CCN(Cc3cccc4ccccc34)CC2)o1	0	-30	9	3	96	2	-2.5	-3	-6	90
O=[N+]([O-])c1ccc(NCCCO)c(C(F)(F)F)c1	-3	-30	11	1	101	-8	-0.8	-1	7	88
Cc1cc(NC(=O)CCC(=O)N(CC(=O)NC2CCCC2)c2ccccc2)no1	nt	-40	8	0	100	26	-1.7	nt	4	98
CCOC(=O)c1nn(-c2ccc(C)cc2)cc1C(=O)c1ccccc1	4	-25	5	7	79	-7	0.1	-9	-2	69
COc1ccc(NCc2ccc([N+](=O)[O-])s2)c(OC)c1	-7	100*	10	0	21	-7	-5.5	-8	4	29
O=C1CSC(c2ccccc2F)N1CCN1CCCCC1 (configuration not stated)	0	-27	22	-1	96	5	-2.2	8	8	94
COc1ccc2ncn(-c3ccccc3)c2c1	2	-27	24	2	72	-14	-3.8	-13	3	99
CCOc1ccc(NC(=S)N2CCC(C(N)=O)CC2)cc1	-7	-13	20	-1	100	11	-1.7	5	3	103
COc1cccc(C(C(=O)NCc2ccco2)N(C(=O)Cn2nnc3ccccc32)C2CC2)c1OC (configuration not stated)	0	2	6	1	93	nt	-2.3	-4	-2	91
CCN1C(=O)/C(=C\c2cccn2-c2ccc([N+](=O)[O-])cc2)N(CC)C1=S	-10	-30	1	0	87	nt	-4.5	0	-1	83
COc1ccc(S(=O)(=O)NNC(=O)c2cc3ccccc3o2)cc1	-13	-20	49	5	98	nt	0.6	15	3	103
Cc1nc(N)sc1-c1csc(Nc2ccc(Cl)cn2)n1	nt	11	7	-4	78	-6	-4.5	-11	-5	78
Cc1cc(=O)c2c(o1)CC(C)(C)CC2=O	0	-82	18	2	94	13	-0.9	16	-18	99
Cc1ccc(-n2c(=O)c3sccc3n(CC(=O)N3CCCC3)c2=O)cc1	-1	-29	18	2	98	-7	-2.9	-8	1	88
O=C(Nc1ccccn1)NC(C(F)(F)F)C(F)(F)F	-2	-2	2	1	103	3	-2.5	-3	4	91
CCC(C)NC(=O)CCSCCC(=O)NC(C)CC (configuration not stated)	-3	-10	12	4	103	nt	-0.5	5	6	85
CCN=C1S/C(=C\c2cn(CC)c3ccccc23)C(=O)N1CC	-3	-46	15	7	76	nt	-1.1	-3	-7	79
Cc1ccc(Cn2ccc(NC(=O)C3C4CCC(C4)C3C(=O)O)n2)cc1 (configuration not stated)	-1	-5	11	2	103	13	0.3	-4	-13	100
CSc1nnc2c(n1)c(C)nn2-c1cccc(C)c1	nt	-7	4	3	85	32	-2.8	nt	5	74
O=[N+]([O-])c1ccc2c(c1)C=C1CCCCC1(N1CCCC1)O2 (configuration not stated)	-10	-38	15	7	82	nt	0.0	-5	2	96
